TDP1 cell noCPT – qHTS for Inhibitors of human tyrosyl-DNA phosphodiesterase 1 (TDP1): qHTS in cells in absence of CPT | DT40 Tdp1-/- hTDP1 cells, no CPT, ATP luminescence, 48 h | Potency, µM (highest dose often 46.2 µM), for the others: at the highest dose activity change, negative = growth inhibition, most hits filed as inhibitors | 420,000 compounds, 15% hits; also: nearly all actives have a fitted effect of over 55% in size
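DT40 Tdp1-/-;hTDP1 cells, no CPT (DMSO vehicle only), 400 cells/well; compounds pin-transferred; ≥48 hr, 37 °C; CellTiter-Glo 30 min RT dark, luminescence read.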
TDP1 cell CPT – DT40-hTDP1 cell growth loss with CPT. chicken DT40 Tdp1-/-;hTDP1 cells + 20 nM CPT, ATP luminescence, 48 h. 420,000 compounds, 12% hits. Potency, µM (top dose mostly 46.2 µM), for inactives: at the top dose activity change, negative = growth inhibition, hits mostly inhibitors; also: nearly all actives have a fitted effect of over 55% in size
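Chicken DT40 Tdp1-/- cells stably complemented with human TDP1 were seeded at 400 cells/well in medium containing 20 nM camptothecin, exposed to pin-transferred compounds, and grown at 37 °C for at least 48 hr. Viability was read as ATP luminescence.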
GCN5L2 inh – GCN5L2 (KAT2A) acetyltransferase inhibition; GCN5L2 HAT assay, ThioGlo1 CoA-SH fluorescence; Q92830; Potency, µM (top dose mostly 58.9 µM), without a hit: at the highest dose activity change, negative = inhibition, actives largely listed as inhibitors; 390,000 compounds, 0.21% hits
Target sequence (Q92830 whole entry, looked up): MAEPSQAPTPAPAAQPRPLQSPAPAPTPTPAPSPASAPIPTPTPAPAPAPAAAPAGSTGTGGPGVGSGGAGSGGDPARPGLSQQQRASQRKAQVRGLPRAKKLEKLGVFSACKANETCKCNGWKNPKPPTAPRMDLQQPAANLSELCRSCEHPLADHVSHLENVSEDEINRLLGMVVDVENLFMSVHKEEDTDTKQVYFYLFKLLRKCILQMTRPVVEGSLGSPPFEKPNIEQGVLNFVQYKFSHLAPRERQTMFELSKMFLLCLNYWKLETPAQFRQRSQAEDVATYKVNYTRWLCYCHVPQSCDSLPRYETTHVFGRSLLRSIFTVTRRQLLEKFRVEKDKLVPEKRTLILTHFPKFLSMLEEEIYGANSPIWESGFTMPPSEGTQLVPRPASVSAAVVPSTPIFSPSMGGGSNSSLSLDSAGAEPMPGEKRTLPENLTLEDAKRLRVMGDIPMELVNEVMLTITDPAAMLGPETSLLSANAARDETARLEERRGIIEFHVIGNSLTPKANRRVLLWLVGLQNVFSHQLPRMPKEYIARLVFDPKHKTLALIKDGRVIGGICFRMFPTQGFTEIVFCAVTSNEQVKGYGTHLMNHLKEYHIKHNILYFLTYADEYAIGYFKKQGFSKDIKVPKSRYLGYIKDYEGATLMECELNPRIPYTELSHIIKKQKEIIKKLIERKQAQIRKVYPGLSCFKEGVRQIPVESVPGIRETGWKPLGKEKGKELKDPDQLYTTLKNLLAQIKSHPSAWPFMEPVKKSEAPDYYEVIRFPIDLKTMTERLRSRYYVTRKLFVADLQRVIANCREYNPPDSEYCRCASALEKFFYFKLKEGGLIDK
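Enzyme at 20nM final was mixed with library compounds for 15 min at room temperature. Peptide H3(1-25) at 75uM, acetyl-CoA at 70uM and ThioGlo1 at 50uM were then added. Plates were read immediately and after 20 min (Ex340nm/Em540nm).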
An asterisk follows results filed as active; ? = inconclusive; · = no result given; [ ] = another dose, or the depositor's remark. Calls follow the shape of the dose curve; as a rule, active = well fitted curve in the direction sought with a large enough effect; inconclusive = small, poorly fitted or top-dose-only effect, or another doubt; inactive = no such curve, though single readings can be large; an effect the other way counts as inactive or inconclusive. % is scaled to controls: 0 for no effect and ±100 for the full control effect; potency is read from the fitted curve at half-maximal effect. Some of the compounds tested, so the mix of outcomes need not match the whole.

Sample of the layout (14 entries):
SMILES	TDP1 cell noCPT	TDP1 cell CPT	GCN5L2 inh
CS(=O)(=O)c1ccc(C(=O)NC2CCCc3ccccc32)cc1 (centres undefined)	-9%	2%	-1%
Cc1cc(C)c(C(=O)C[n+]2cccc(C(N)=O)c2)c(C)c1	-12%	7%	-2%
Cc1ccc(N(CC(=O)NCc2ccc(F)cc2)C(=O)c2csnn2)c(C)c1	-16%	-27%	-1%
O=P1(O)CC2=C(CC=CC2)C1	-3%	-9%	·
Cc1noc(C)c1C(=O)N1CCC[C@@]2(CCN(c3ncccn3)C2)C1	-16%	2%	-9%
CCN1C[C@@H]2[C@@H]3C(=O)N(Cc4ccccc4)C(=O)[C@@H]3[C@](Cc3ccccc3)(C1=O)N2C(=O)c1ccc(Br)cc1	?	?	·
CC(Sc1nnc(C(C)Oc2ccc(F)cc2)o1)C(=O)NCc1ccc2c(c1)OCO2 (centres undefined)	-18%	-13%	·
Cc1ccc(-c2csc(NC(=O)Cn3[nH]c(=O)c4ccccc4c3=O)n2)cc1	16µM*	?	-8%
CN(C)c1ccc(N=Nc2nccs2)cc1	?	-9%	·
O=C(C1=C[C@@H](c2ccc(Br)cc2)C[C@@H](OCc2ccc(CO)cc2)O1)N1CCN(Cc2ccccc2)CC1	23µM*	?	-2%
COc1ccc(-c2oc(=O)c3cc(OC)c(OC)cc3c2-c2ccc3c(c2)OCO3)cc1	18µM*	16µM*	-7%
COc1ccc2c(C)c(C(=O)O)oc2c1	-8%	-1%	-11%
CSc1nc2sc3c(c2c(=S)[nH]1)CC(C)(C)OC3	-23%	6%	1%
COc1ccc(-n2c(CNC(=O)c3c(-c4ccccc4)noc3C)nnc2SC)cc1	-8%	-13%	·

All compounds of this part (from the top)
SMILES	TDP1 cell noCPT	TDP1 cell CPT	GCN5L2 inh
CS(=O)(=O)c1ccc(C(=O)NC2CCCc3ccccc32)cc1 (centres undefined)	-9%	2%	-1%
Cc1cc(C)c(C(=O)C[n+]2cccc(C(N)=O)c2)c(C)c1	-12%	7%	-2%
Cc1ccc(N(CC(=O)NCc2ccc(F)cc2)C(=O)c2csnn2)c(C)c1	-16%	-27%	-1%
O=P1(O)CC2=C(CC=CC2)C1	-3%	-9%	·
Cc1noc(C)c1C(=O)N1CCC[C@@]2(CCN(c3ncccn3)C2)C1	-16%	2%	-9%
CCN1C[C@@H]2[C@@H]3C(=O)N(Cc4ccccc4)C(=O)[C@@H]3[C@](Cc3ccccc3)(C1=O)N2C(=O)c1ccc(Br)cc1	?	?	·
CC(Sc1nnc(C(C)Oc2ccc(F)cc2)o1)C(=O)NCc1ccc2c(c1)OCO2 (centres undefined)	-18%	-13%	·
Cc1ccc(-c2csc(NC(=O)Cn3[nH]c(=O)c4ccccc4c3=O)n2)cc1	16µM*	?	-8%
CN(C)c1ccc(N=Nc2nccs2)cc1	?	-9%	·
O=C(C1=C[C@@H](c2ccc(Br)cc2)C[C@@H](OCc2ccc(CO)cc2)O1)N1CCN(Cc2ccccc2)CC1	23µM*	?	-2%
COc1ccc(-c2oc(=O)c3cc(OC)c(OC)cc3c2-c2ccc3c(c2)OCO3)cc1	18µM*	16µM*	-7%
COc1ccc2c(C)c(C(=O)O)oc2c1	-8%	-1%	-11%
CSc1nc2sc3c(c2c(=S)[nH]1)CC(C)(C)OC3	-23%	6%	1%
COc1ccc(-n2c(CNC(=O)c3c(-c4ccccc4)noc3C)nnc2SC)cc1	-8%	-13%	·
Cc1ccccc1C1(CC(=O)N2CCC[C@H]2C(N)=O)CC(=O)N(C2CCCC2)C1=O (some centres undefined)	-3%	20%[9.04 µM]	·
O=C1C=C(NC2CCCC2)CC(c2ccccc2)C1 (centres undefined)	?	?	-5%
CCS(=O)(=O)NCCc1sc2nc(-c3ccc(OC)cc3)nn2c1C	21µM*	?	-8%
O=C(NCc1ccccc1F)c1ccc(CSc2nc3cccnc3n2Cc2ccccc2)cc1	-8%	-2%	-5%
O=C(c1ccc(OC2CCN(CCc3ccccc3)CC2)cc1)N1CCCC(CCCO)C1 (centres undefined)	-13%	-26%	-3%
O=C(c1cnn2c(C(F)F)cc(C3CC3)nc12)N1CCCC1	-24%	-17%	-3%[0.501 µM]
O=C(COC(=O)C1CC(=O)N(c2nc(-c3ccccc3)cs2)C1)c1ccccc1 (centres undefined)	-8%	-22%	-4%
CCN(C(=O)CSc1nc2cc(C(F)(F)F)ccc2n1Cc1ccccc1)C1CCS(=O)(=O)C1 (centres undefined)	?	-26%	-3%
Cc1ccnc(NC(=O)c2cc3cc(F)ccc3s2)c1	-10%	-11%	-7%
COc1ccc(-n2c(=O)c3c4c(sc3n(Cc3ccccc3Cl)c2=O)CCC4)c(OC)c1	21µM*	?	-2%
CCN1CCN(c2ncnc3c2cnn3-c2ccc(C)c(Cl)c2)CC1	-21%	-18%	-2%
COc1ccc(S(=O)(=O)N2CCCC(C(=O)NCc3ccc(F)cc3)C2)cc1 (centres undefined)	-25%	-18%	0%
CCC(C)[C@H](NC(=O)NC1CCN(Cc2ccccc2)CC1)C(=O)OC (some centres undefined)	-17%	1%	-8%
CC(C)(C)Nc1c2ccccc2nc2ccccc12	18µM*	21µM*	-1%
O=C(Cn1nc(-c2ccccc2)c2ccccc2c1=O)Nc1cccc(O)c1	-23%	0%	-14%
COc1ccccc1-c1coc2c(CN3CCOCC3)c(O)ccc2c1=O	5%	13%	-28%
COc1ccccc1NC(=O)N1CCC(NC(=O)C(Cc2ccccc2F)NC(C)=O)CC1 (centres undefined)	9%	-6%	-3%
N#Cc1ccc(N2C(=O)[C@@H]3C(C(=O)c4ccc5ccccc5n4)=NN[C@@H]3C2=O)cc1	-12%	-18%	-22%
O=C(c1ccccc1)N1CCN(C2C3CC4CC(C3)CC2C4)CC1 (centres undefined)	?	?	-4%
Cc1cccc(N(C(=O)Nc2ccccc2)C2=NCC(C)S2)c1 (centres undefined)	-6%	10%	-3%
COc1ccc(-n2c(SCC(=O)NCc3ccccc3)nc3ccsc3c2=O)cc1	?	?	-2%
COc1ccccc1-c1ccc([C@@H]2C[C@H]3[C@@H](CN2)CON3C)cc1	-30%	-19%	·
CCN(CC)S(=O)(=O)c1cccc(-c2n[nH]c(=S)n2/N=C/c2ccc(C(=O)OC)cc2)c1	-13%	-17%	?
Cc1ccc(NC(=O)COC(=O)C2COc3ccccc3O2)cc1 (centres undefined)	21%	-2%	-4%
COc1ccc2c(=O)c(Oc3ccc(C(=O)O)cc3)c(C(F)(F)F)oc2c1	?	?	-5%
CCOC(=O)C1(P(=O)(c2ccccc2)c2ccccc2)CCC1	-20%	-25%	0%
O=C([C@@H]1CC=C[C@@H]2CCN(C3CCCCC3)C(=O)[C@@H]21)N1CCN(c2ccccc2)CC1	?	?	·
CC(C)(C)c1ccc(-c2ccc3c(c2)S(=O)(=O)c2ccccc2C3=O)cc1	23µM*	?	·
COc1cc(OC)cc(-c2c(Sc3ccccc3)c3cc(-c4ccc5c(c4)OCCO5)ccc3n2C)c1	-28%	-19%	·
CCn1nc(NC(=O)COC)c2cc3cccc(C)c3nc21	-1%	-20%	-8%
COc1ccc(N2CCN(S(=O)(=O)c3ccc(Cl)s3)CC2)cc1	-1%	-1%	-2%
CCn1c(SCC(=O)N2CCCCC2)nc2c1c(=O)n(C)c(=O)n2C	-12%	-2%	-7%
Cc1noc(C)c1C(=O)N1CCC1(C)C(=O)NS(=O)(=O)c1cccc(Cl)c1 (centres undefined)	-1%	0%	·
CN=c1scc(-c2cc(OC)ccc2OC)n1/N=C/c1c(C)[nH]c2ccccc12	16µM*	?	-8%
COc1ccc(Cl)cc1NC(=O)Cn1c(=O)oc2ccccc21	?	8%	0%
Cc1cccc(S(=O)(=O)Nc2cc(Cl)ccc2N2CCOCC2)c1	?	3%	-3%

Continued.
SMILES	TDP1 cell noCPT	TDP1 cell CPT	GCN5L2 inh
COc1ccc(OCCCC(=O)Nc2ccc3c(c2)OCO3)cc1	-11%	-26%	-4%
C[C@H]1COc2cc(N3CCC[C@@H]3CO)ccc2S(=O)(=O)N1	-9%	-4%	·
CCOc1ccc(N(CC(=O)NCc2ccccc2)S(=O)(=O)c2ccc(C)cc2)cc1	?	?	0%
Cc1cc(CNC(=O)C2CCC(=O)N(CCc3cccc(F)c3)C2)on1 (centres undefined)	22%	19%	-4%
Cc1cc(NC(=O)/C=C/c2cccc(F)c2)n(-c2nc3ccccc3[nH]2)n1	12µM*	23µM*	-3%
COc1ccc(/C=C2\N=C(C)OC2=O)cc1OC	-22%	10µM*	1%
O=C(COC(=O)c1ccc(N2CCOCC2)c([N+](=O)[O-])c1)Nc1ccc2c(c1)OCO2	?	-17%	-2%
O=C(NCc1cccs1)c1ccc2sc([C@H]3C[C@H](O)[C@@H](CO)O3)nc2c1	-23%	-15%	·
O=C(O)c1ccccc1C(=O)Nc1ccccc1NC(=O)c1ccccc1C(=O)O	-18%	17%	·
COc1cccc2cc(C(=O)N3CCN(c4ccc(C)cc4C)CC3)c(=O)oc12	?	9%	-3%
O=c1cc(-c2cccc(Br)c2)oc2cccc(O)c12	?	-24%	-3%
O=C(NCCc1ccccc1)c1ccc2c(c1)nc1n2CCOC1	-18%	0%	-10%
CC(C)(C)NC(=O)CSc1nnc(-c2ccncc2)o1	-15%	-7%	1%
CCCCOc1ccc(N(CC(=O)NC2CCCCC2)C(=O)c2snc(C(N)=O)c2N)cc1	16µM*	?	-5%
FC(F)(F)c1cc(C(F)(F)F)c2ccc(N3CCN(c4ccccc4)CC3)nc2n1	-22%	-2%	1%
Cc1ccc(C(=O)/C=C/NCc2ccc(F)cc2)cc1	-35%	-16%	-1%
Cn1c(=O)c2c(nc(SCCN3CCOCC3)n2Cc2cccc3ccccc23)n(C)c1=O	5.2µM*	8.2µM*	-2%
NC(=O)CSc1nc2cc3c(cc2c(=O)n1CCCC(=O)NCc1ccc2c(c1)OCO2)OCO3	?	?	-6%
COc1ccc(NS(=O)(=O)c2cccc(C(=O)NNC(=O)c3cc(S(N)(=O)=O)ccc3OC)c2)cc1	-1%	16%	-1%
Nc1c(C(=O)C2CC2)sc2nc(-c3cccs3)cc(C(F)(F)F)c12	?	?	-5%
CN(/N=C/c1cc(Cl)cc(Cl)c1O)c1c(Cl)cccc1[N+](=O)[O-]	-16%	-17%	-7%
CC1CCN(C(=O)CCS(=O)(=O)c2cc3c(cc2Cl)NC(=O)CO3)CC1	-21%	-19%	?
COc1c(CC=C(C)C)c(O)cc2oc(=O)c3c4ccc(O)cc4oc3c12	18µM*	?	·
CCn1c(CN2CCOCC2)nc2cc(NC(=O)c3cc(OC)c(OC)c(OC)c3)ccc21	?	-26%	-7%
O=S(=O)(c1ccc(F)cc1)N1CCN=C1SCc1cccc(F)c1	-20%	-27%	-6%
CC(NC(=O)c1cc(-c2cccnc2)nc2ccc(Br)cc12)C1CCCO1 (centres undefined)	-18%	-11%	-16%
Nc1ccc(Nc2ccccc2)c(Cl)c1	?	-13%	-7%
CCOC(=O)COc1ccccc1/C=C1\NC(=O)NC1=O	8%	9%	-1%
CCOC(=O)N/N=C\C=C\c1ccc2c(c1)OCO2	?	0%	-2%
O=C(COC(=O)C1CCN(S(=O)(=O)c2cccs2)CC1)Nc1ccccc1Br	-16%	-12%	4%
O=C(COc1ccccc1)N1CCN=C1c1ccccc1	-20%	-6%	-16%
O=C(O)Cn1c(=O)c2c3c(sc2n(Cc2ccccc2)c1=O)CCCC3	-25%	-18%	2%
Cc1ccc(-c2ccc(CCC(=O)O)n2-c2ccc(C(C)C)cc2)cc1	-18%	?	-4%
CCOC(=O)COc1ccc(S(=O)(=O)NCc2cccnc2)cc1	-6%	0%	0%
Cc1cccc(NC(=O)C(=O)NCC(c2cccnc2)N2CCc3ccccc32)c1C (centres undefined)	23µM*	18µM*	2%
COc1ccccc1C1=NOC(COc2ccc3c(C)cc(=O)oc3c2)C1 (centres undefined)	0.82µM*	0.82µM*	-15%
COc1ccc(Br)cc1/C=N/n1nnnc1N	5%	-4%	14%
Cn1c(=NC(=O)c2ccc(S(=O)(=O)N3CCCc4ccccc43)cc2)sc2cc(F)ccc21	-7%	-1%	1%
O=C(CSc1nnc(C2COc3ccccc3O2)o1)N1CCCc2ccccc21 (centres undefined)	?	?	-7%

Screening data as filed in PubChem.
